Yeast superoxide: caloric restriction mimetics inhibiting age-related superoxide in yeast; AID 2690; superoxide response (% of plate mean), % at 10 µM; hit rate 0.18% among 330,000; S. cerevisiae aged cells, superoxide DHE fluorescence; active compounds read low;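 active means superoxide response under a set limit, about three screen SD below normal, cut at about 65% in these data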;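 further: yeast aged for seven days with compound at 30 °C before DHE staining; 100% = average MFI of all compound-treated wells on the plate with controls excluded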
GRK2 aptamer HTS: human GRK2 inhibition via aptamer displacement; P25098; bead flow cytometry, FAM-aptamer displacement from GRK2; inhibition of aptamer binding, % at 10 µM; hit rate 0.59% among 330,000; AID 488847;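 active means inhibition of aptamer binding above 40%, roughly 3 SD of noise, on plates passing a quality check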;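 further: median bead fluorescence of bound FAM aptamer so fluorescent compounds give negative values; no value below 0 was filed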
CIT2 TOR yeast: modulators of TOR pathway CIT2-GFP in S. cerevisiae | S. cerevisiae CIT2-GFP strain, flow cytometry, 3 h; 100 means same as DMSO wells | GFP response vs DMSO, % at 10 µM | hit rate 0.065% among 320,000 | AID 2029;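 active means GFP response relative to DMSO above a set limit, near the screen mean plus 3 SD, cut at about 150% in these data; inconclusive means Fewer than 70 cells measured for a yeast strain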;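 further: ratio of well median GFP fluorescence to mean of DMSO wells on the plate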
RPL19A-GFP yeast: yeast TOR pathway RPL19A-GFP modulation; S. cerevisiae RPL19A-GFP strain, flow cytometry, 3 h; active compounds read low; percent response vs DMSO, % at 10 µM; hit rate 0.3% among 330,000; AID 2025;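 active means percent response vs DMSO below 50%; inconclusive means fewer than 70 events counted for the yeast strain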;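 further: median channel GFP fluorescence of the barcoded RPL19A-GFP strain; ratio of sample median GFP to plate DMSO average so 100% = DMSO; lower means less RPL19A-GFP as with rapamycin TOR inhibition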
LAP4 TOR yeast: modulators of TOR pathway LAP4-GFP in S. cerevisiae | GFP response vs DMSO, % at 10 µM | S. cerevisiae LAP4-GFP multiplex, flow cytometry GFP, 3 h; median GFP as percent of DMSO wells | hit rate 0.34% among 320,000;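 active means GFP response vs DMSO above a set limit, about the screen mean plus 3 SD, cut at about 150% in these data; inconclusive means under 70 cell events counted for the yeast strain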
AGP1-GFP MLPCN: yeast TOR pathway AGP1-GFP modulation; hit rate 0.02% among 320,000; S. cerevisiae AGP1-GFP multiplex flow cytometry, 3 h; GFP as percent of DMSO wells; GFP response vs DMSO, % at 10 µM;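 active means GFP response relative to DMSO above a set limit, near screen average plus 3 SD, cut at about 150% in these data; inconclusive means fewer than 70 cells counted for the yeast strain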;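 further: median GFP channel fluorescence of the gated AGP1 strain per well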
MEP2-GFP yeast: modulators of TOR pathway MEP2-GFP in S. cerevisiae. GFP response vs DMSO, % at 10 µM. S. cerevisiae MEP2-GFP strain, flow cytometry GFP, 3 h; 100% = DMSO control level. hit rate 0.51% among 330,000. AID 2016;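 active means GFP response versus DMSO above a set limit, roughly screen mean plus 3 SD, cut at about 180% in these data; inconclusive means fewer than 70 cells counted for a yeast strain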;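 further: median GFP fluorescence of the barcode-gated MEP2-GFP cells per well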
VLA-4 inh: inhibition in a human VLA-4 binding assay; AID 2557; hit rate 0.2% among 330,000; P13612; inhibition, % (about 7 µM as worked out from the volumes in the protocol); VLA-4 expressing cells, ligand binding flow cytometry; in the data active means inhibition above about 50%
Target sequence (P13612 whole entry, looked up): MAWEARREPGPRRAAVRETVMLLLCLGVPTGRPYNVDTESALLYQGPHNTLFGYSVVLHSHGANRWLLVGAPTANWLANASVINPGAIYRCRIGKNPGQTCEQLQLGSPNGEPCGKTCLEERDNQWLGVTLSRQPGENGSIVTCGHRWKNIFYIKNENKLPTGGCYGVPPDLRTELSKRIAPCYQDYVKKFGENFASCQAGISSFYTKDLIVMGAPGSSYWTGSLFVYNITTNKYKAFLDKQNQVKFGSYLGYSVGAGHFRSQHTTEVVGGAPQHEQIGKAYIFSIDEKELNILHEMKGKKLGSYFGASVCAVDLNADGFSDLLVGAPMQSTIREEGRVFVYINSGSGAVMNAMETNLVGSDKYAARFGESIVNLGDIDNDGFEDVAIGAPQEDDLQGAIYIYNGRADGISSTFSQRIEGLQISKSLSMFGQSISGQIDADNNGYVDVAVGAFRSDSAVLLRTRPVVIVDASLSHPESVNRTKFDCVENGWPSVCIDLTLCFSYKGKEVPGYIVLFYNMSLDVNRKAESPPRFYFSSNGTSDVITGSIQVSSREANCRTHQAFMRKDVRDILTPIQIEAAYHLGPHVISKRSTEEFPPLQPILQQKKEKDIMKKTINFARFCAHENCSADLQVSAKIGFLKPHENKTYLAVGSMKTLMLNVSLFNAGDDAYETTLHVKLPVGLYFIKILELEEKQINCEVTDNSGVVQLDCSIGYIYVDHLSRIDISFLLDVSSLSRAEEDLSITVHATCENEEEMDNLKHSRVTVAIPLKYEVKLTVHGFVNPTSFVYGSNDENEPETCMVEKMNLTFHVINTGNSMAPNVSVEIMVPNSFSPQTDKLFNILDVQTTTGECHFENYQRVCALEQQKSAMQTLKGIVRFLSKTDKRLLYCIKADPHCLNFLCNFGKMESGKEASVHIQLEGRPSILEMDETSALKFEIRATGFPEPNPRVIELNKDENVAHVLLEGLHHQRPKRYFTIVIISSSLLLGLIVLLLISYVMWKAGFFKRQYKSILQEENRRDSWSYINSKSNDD
* marks the source's active call; other numbers are inactive results; i = inactive; u = inconclusive; x = no result given; [ ] = remark or other dose.

Start of the data: the first 3 entries (preview)
SMILES	Yeast superoxide	GRK2 aptamer HTS	CIT2 TOR yeast	RPL19A-GFP yeast	LAP4 TOR yeast	AGP1-GFP MLPCN	MEP2-GFP yeast	VLA-4 inh
CCc1ccc(CN(C)C(=O)CCc2nnc(-c3ccc(-c4ccccc4)cc3)o2)nc1	101	2	86	90	114	89	95	9
COc1ccc(Br)cc1/C=N/N1C(=O)CSC1=S	112	1	92	102	96	91	101	8
CCc1nc(NCC2CCCO2)c2oc3ccccc3c2n1 (stereo unspecified)	102	2	91	99	94	96	102	3

The listing, from the first entry:
SMILES	Yeast superoxide	GRK2 aptamer HTS	CIT2 TOR yeast	RPL19A-GFP yeast	LAP4 TOR yeast	AGP1-GFP MLPCN	MEP2-GFP yeast	VLA-4 inh
CCc1ccc(CN(C)C(=O)CCc2nnc(-c3ccc(-c4ccccc4)cc3)o2)nc1	101	2	86	90	114	89	95	9
COc1ccc(Br)cc1/C=N/N1C(=O)CSC1=S	112	1	92	102	96	91	101	8
CCc1nc(NCC2CCCO2)c2oc3ccccc3c2n1 (stereo unspecified)	102	2	91	99	94	96	102	3
c1csc(-c2nc3c4ccccc4c4ccccc4c3[nH]2)c1	121	0	101	79	139	114	119	-6
O=C1C2C(c3ccccc3)CC=CC2[C@H](c2cccc([N+](=O)[O-])c2)N1Cc1ccccc1 (stereo partly specified)	104	0	94	101	94	100	101	9
CC1Cc2ccccc2N1C(=O)COC(=O)Cc1ccc(F)cc1 (stereo unspecified)	100	0	89	93	101	104	87	3
N#Cc1ccc(C(c2nnnn2C2CCCC2)N2CCC(Cc3ccccc3)CC2)cc1 (stereo unspecified)	109	0	95	97	101	98	99	-6
Cn1c(Cn2c(=O)sc3ccccc32)nnc1SCC(=O)Nc1ccc(F)cc1	96	1	98	101	97	100	107	12
CCOC(=O)CSc1nncc2ccc(OC)c(OC)c12	83	1	97	94	94	91	97	0
CCOC(=O)N1CCC(NC(=O)C2CCCCN2S(=O)(=O)c2ccc(F)cc2)CC1 (stereo unspecified)	102	3	100	92	85	97	93	-4
O=C(C1CCCO1)N1CCN(S(=O)(=O)c2ccc(Cl)cc2)CC1 (stereo unspecified)	110	0	102	101	98	97	101	-8
c1ccc(-c2c[n+]3c(n2-c2ccccc2)CCC3)cc1	111	0	98	96	103	104	98	21
CCCCNC(=O)CCCCCNS(=O)(=O)c1ccc(OC)cc1	108	0	101	100	101	104	102	-12
CN(C)/C=C/C(=O)c1ccc(Oc2ccccc2)cc1	96	0	79	87	120	80	97	-3
O=C(Nc1cc(Cl)ccc1N1CCOCC1)c1ccncc1	99	4	97	99	96	91	95	-5
COc1ccccc1OCc1ccc(C(=O)Nc2ccccc2F)cc1	103	1	83	95	91	91	93	12
Cc1cc([N+](=O)[O-])nn1CC(=O)Nc1nc2ccccc2s1	113	16	110	110	105	104	104	-2
CCOC(=O)c1cc2c(=O)n3ccccc3nc2n(CC(C)C)c1=NC(=O)c1ccco1	101	0	87	91	95	92	94	4
O=S(=O)(c1ccccc1)N(CC(O)Cn1c2ccccc2c2ccccc21)c1ccccc1 (stereo unspecified)	93	0	106	94	95	101	102	-13
CCOC(=O)c1sc(NC(=O)C2=COCCO2)c(C#N)c1C	94	0	96	98	110	95	101	-2
O=S(=O)(Cc1ccccc1)N1CCNCC1	99	0	105	105	95	102	110	-2
Cc1cn(C2CC3OCC3O2)c(=O)[nH]c1=O (stereo unspecified)	101	0	92	96	94	96	90	5
Cc1cc(OCCN2CCOCC2)ccc1Cl	87	0	107	101	81	102	93	-2
CCN(CC)C(=O)CSc1nc2ccccc2c(=O)n1CC	100	1	98	98	96	108	99	8
CN(C)c1cc[n+](CC(=O)c2ccc(Br)cc2)cc1	86	0	97	92	102	95	95	-8
Cc1cc(C)cc(N(CCC#N)C(=O)COC(=O)CCc2c[nH]c3ccccc23)c1	99	1	101	100	102	101	99	10
CC(c1ccc2c(c1)OCO2)n1c(=S)[nH]c2ccccc2c1=O (stereo unspecified)	106	0	97	98	100	98	99	-15
COC(=O)C1(Cc2ccccc2)NC(c2ccc(F)cc2)C2C(=O)N(C)C(=O)C21 (stereo unspecified)	98	3	107	100	103	x	115	-9
O=C(CCCN1C(=O)/C(=C/c2ccccc2Cl)SC1=S)NNC(=O)c1ccccc1Cl	98	1	99	99	93	99	102	2
COc1ccccc1OCC(=O)Nc1nc(-c2ccc(S(=O)(=O)N3CCOCC3)cc2)cs1	123	0	110	98	95	92	104	0
O=C(COC(=O)c1ccccc1O)Nc1ccc2ccccc2c1	79	4	119	102	97	101	106	0
C=CCn1c(SCC(=O)N2N=C(c3ccco3)CC2c2ccco2)nnc1-c1ccncc1 (stereo unspecified)	103	1	93	106	103	99	104	1
COc1ccccc1OC(=O)c1ccc(S(=O)(=O)N(C)C)cc1	84	2	102	109	110	106	105	24
Cc1c(-c2ccccc2)nc(N)c(C#N)c1-c1ccco1	98	0	93	100	102	95	103	5
N#C/C(=C(/O)COC(=O)c1ccc(C#N)cc1)c1nc2ccccc2s1	113	1	113	110	92	106	108	-26
CCOc1ccc(NS(=O)(=O)c2cc(OC)ccc2OC)cc1	99	0	101	97	98	106	105	-4
O=C(O)C1Nc2ccc(Br)cc2C2C=CCC12 (stereo unspecified)	100	77*	105	105	94	111	103	-2
COc1ccc([N+](=O)[O-])cc1NC(=O)CSCc1ccccc1C	92	7	96	103	93	97	100	3
COC(=O)c1ccc(COC(=O)c2ccccn2)cc1	99	2	88	97	97	102	97	11
O=C(CSc1nnc(CNC(=O)c2ccco2)o1)Nc1ccccc1F	116	0	95	100	97	102	103	3
CCSc1ccccc1C(=O)n1nnc2ccccc21	87	1	118	103	102	95	88	5
CCCn1nc(NC(=O)COC)c2cc3cc(C)ccc3nc21	112	5	92	102	94	91	113	5
Cc1ccc(/C=C/c2ccc(N(C)C)cc2)[n+](C)c1	92	0	125	107	131	101	171	i
Cc1cc(/C=N/O)c(C)n1-c1cccc(Cl)c1	95	0	103	105	95	102	100	-32
COc1ccc(-c2ccc3c(c2)S(=O)(=O)c2cccc(C(=O)N4CCN(c5ccc(Cl)cn5)CC4)c2C3=O)cc1OC	84	0	99	99	117	102	99	-6
CCC(=O)NNc1ccc(Br)cc1	111	1	102	105	92	100	103	7
CC(=O)Nc1cccc(-n2nnc(SCC(=O)Nc3ccc(F)c(Cl)c3)n2)c1	87	86*	99	100	118	107	101	11
O=C(c1cccc(Cl)c1)N1CCCC(C(=O)N2CCN(c3ccccc3)CC2)C1 (stereo unspecified)	97	1	90	96	83	84	95	23
CN(CCOc1ccccc1)CC(=O)Nc1cccc(C#N)c1	101	0	105	101	100	102	106	23
O=C(c1ccccc1C(=O)N1CCN(c2ccccc2F)CC1)N1CCN(c2ccccc2F)CC1	96	77*	98	93	101	102	99	7
CCCNC(=O)C(Cc1ccccc1C)NC(=O)c1ccc(C#N)cc1 (stereo unspecified)	87	0	100	95	98	97	85	-7
CCCCn1nc(NC(=O)CC)c2cc3cc(OC)ccc3nc21	92	0	102	102	98	109	101	27
CCCNC(=O)C1CCN(c2ccc(S(=O)(=O)N3CCOCC3)cc2Cl)CC1	113	2	110	109	112	110	112	2
Cc1ccc(S(=O)(=O)CC(O)COc2ccccc2C#N)cc1 (stereo unspecified)	99	0	91	102	106	99	95	-8
O=C(O)c1cc(-c2ccc3c(c2)OCO3)nc2ccc(Br)cc12	99	24	77	100	132	90	98	-12
CCCN1C2CCCC1CC(NC(=O)c1ccccc1)C2 (stereo unspecified)	91	0	104	99	106	105	106	-6
CCOc1ccc(-c2ccc(SCC(=O)Nc3nnc(C)s3)nn2)cc1	84	0	106	96	99	102	99	1
COc1ccc(S(=O)(=O)N2CCOCC2)cc1NC(=O)CSc1nnc(C2CC2)n1N	115	1	95	99	98	99	100	5
O=C(Nc1cccc(S(=O)(=O)N2CCCC2)c1)c1ccc2c(c1)OCO2	106	2	109	106	106	110	98	-1
CN(C(=O)COC(=O)/C=C/c1cccs1)C1CCCCC1	98	1	101	98	89	101	98	-4

Remaining list, next part:
SMILES	Yeast superoxide	GRK2 aptamer HTS	CIT2 TOR yeast	RPL19A-GFP yeast	LAP4 TOR yeast	AGP1-GFP MLPCN	MEP2-GFP yeast	VLA-4 inh
O=C(CC1(CC(=O)N2CCOCC2)CCCC1)Nc1ccccc1	131	0	98	100	99	103	97	6
COc1cc(C(=O)OCC(=O)NC(=O)NCc2ccccc2)ccc1OC(F)F	79	1	100	100	95	96	96	1
O=C(Cc1csc(N2CCOCC2)n1)N/N=C/c1ccc(Cl)cc1Cl	89	1	99	97	93	99	99	26
O=C1C2C3C=CC(C3)C2C(=O)N1c1ncn[nH]1 (stereo unspecified)	107	38	94	90	91	97	100	4
CCc1ccc(Oc2nnnn2-c2ccc(C(N)=O)cc2)cc1	101	1	93	95	99	99	92	-7
O=S(=O)(c1ccc(Cl)s1)N1CCCc2cccc(O)c21	96	0	u	97[may fluoresce violet]	u	98[may fluoresce violet]	82[may fluoresce violet]	24
O=C1CN(C(=O)/C=C/c2cccc(Cl)c2)c2ccccc2N1	94	0	80	85	95	100	111	-3
COc1ccc(CCNC(=O)c2cnc3ccccn3c2=O)cc1	91	0	98	105	96	103	89	-62
CCNc1nc(SC(C)C(=O)OC)nc(N(C)C)n1 (stereo unspecified)	98	2	101	101	102	105	102	2
O=C(Nc1nnc(CSCc2ccc(F)cc2)s1)c1cccc([N+](=O)[O-])c1	88	0	98	104	87	95	101	-5
C=CCn1c(SCC(=O)NC2CCS(=O)(=O)C2)nc2scc(C3CC3)c2c1=O (stereo unspecified)	108	1	91	92	92	91	97	11
CCCCn1c(CN2CCN(C)CC2)nc2ccccc21	78	0	104	101	99	104	107	38
O=C(CCN1C(=O)C2CCCCC2C1=O)N1CCN(S(=O)(=O)c2cccc(F)c2)CC1 (stereo unspecified)	84	0	88	91	98	97	92	-19
CC(C)(C)OC(=O)NCC(=O)NCC(=O)OCc1ccccc1	99	3	106	99	98	100	95	-9
CCOc1ccc(S(=O)(=O)N2CCN(C(=O)c3ccccc3Cc3ccccc3)CC2)cc1	107	1	95	98	101	107	102	-2
Cc1cccc([C@@H]2[C@@H]3C(=O)N(Cc4ccccc4)C(=O)[C@@H]3[C@]3(Cc4ccccc4)C(=O)N(c4ccc(C(F)(F)F)cc4)C(=O)N23)c1	106	0	68	95	127	82	97	9
CC(=O)Nc1ccc(S(=O)(=O)Nc2cc(Cl)ccc2N2CCOCC2)cc1	103	0	92	95	91	95	93	-8
O=C(c1ccccn1)N1CCCC(N2CCN(c3ccc(F)cc3)CC2)C1 (stereo unspecified)	116	0	100	98	97	91	108	9
O=C(CSc1cccc2cccnc12)N/N=C/c1ccc(O)cc1	108	2	115	109	88	101	112	-4
O=C(O)CCC(=O)N1CCN(c2ccc(C(=O)c3ccc(F)cc3)cc2)CC1	108	5	96	96	100	x	97	-6
CCN(CC)CCCNC(=O)CCC(=O)Nc1ccc2nc(N3CCC(C)CC3)cc(C)c2c1	93	0	100	97	102	107	104	-2
COc1ccc(CN2CCN(C(=O)C3CCN(S(=O)(=O)c4cccs4)CC3)CC2)c(OC)c1OC	99	0	102	99	104	105	104	-4

Screening data deposited in PubChem BioAssay by NMMLSC.
